Screening results: PubChem BioAssay, National Center for Advancing Translational Sciences (NCATS)
JMJD2A Tudor – qHTS Assay for Inhibitors of JMJD2A-Tudor Domain | Potency, µM (top dose mostly 114 µM), for inactives: at the highest dose activity change, negative = inhibition, hits mostly inhibitors | Lysine-specific demethylase 4A (Homo sapiens), O75164 | 390,000 compounds, 4.4% hits | AlphaScreen JMJD2A-Tudor / H3K4me3 peptide binding; further: on the % scale 0 is the no-effect control and ±100 the full control effect; nearly all actives have a fitted effect of over 50% in size
APEX1 inh – qHTS Assay for Inhibitors of the Human Apurinic/apyrimidinic Endonuclease 1 (APE1); recombinant APE1, TAMRA/BHQ-2 abasic DNA cleavage fluorescence; Potency, µM (top dose mostly 65.8 µM), for the others: at the highest dose activity change, negative = inhibition, actives largely listed as inhibitors; 350,000 compounds, 0.35% hits;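 further: plate controls were vehicle for no effect and reference inhibitor for full effect; nearly all actives have a fitted effect of over 55% in size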
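Compound pre-exposure to 0.75 nM APE1, 15 min at ambient temperature. Reaction initiated with 50 nM TAMRA/BHQ-2 THF substrate, read immediately in kinetic mode, 525 nm excitation, 598 nm emission.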
G9a block – qHTS Assay for Inhibitors of Histone Lysine Methyltransferase G9a; 350,000 compounds, 8.8% hits; G9a H3K9 monomethylation, AlphaScreen, 2 h; Potency, µM (series often up to 102 µM), for inactives: at the highest dose activity, negative = inhibition, usual class: inhibitors; Histone-lysine N-methyltransferase EHMT2 (Homo sapiens), Q96KQ7; further: on the % scale 0 is the no-effect control and ±100 the full control effect; nearly all actives have a fitted effect of over 75% in size
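Methyltransferase reactions run at room temperature for 2 h (20 nM enzyme, 500 nM biotin-H3K9 peptide, 20 uM SAM) after a 15 min compound preincubation; product detected by AlphaScreen beads and anti-H3K9me1 antibody.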
POLB inh – qHTS Assay for Inhibitors of DNA Polymerase Beta. P06746. Pol beta primer extension/strand displacement, fluorescence kinetic. Potency, µM (titrated, usually from 114 µM), for the others: top-dose activity change, negative = inhibition, usual class: inhibitors. 340,000 compounds, 1.3% hits; further: on the % scale 0 is the no-effect control and ±100 the full control effect
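Human Pol beta at 10 nM; strand-displacement substrate 50 nM final. Compound exposure 15 min at room temperature before start, reaction 10 min at room temperature.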
POLI inh – qHTS for Inhibitors of Polymerase Iota; DNA polymerase iota (Homo sapiens), Q9UNA4; AID 588590, 2011; Pol iota fluorescent replication assay, 10 min; Potency, µM (highest dose often 115 µM), for the others: top-dose activity, negative = inhibition, usual class: inhibitors; 390,000 compounds, 1% hits
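Fluorescent replication assay read twice, at 0 min and 10 min after adding 50 nM (final) substrate. Enzyme (10 nM) and compounds were first incubated 15 min at room temperature; enzyme-free buffer wells were negative controls.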
BAZ2B inh – qHTS Assay for Inhibitors of BAZ2B; Bromodomain adjacent to zinc finger domain protein 2B (Homo sapiens), Q9UIF8; AlphaScreen BAZ2B-H3K14Ac peptide displacement; Potency, µM (highest dose often 114 µM), for inactives: at the top dose activity change, negative = inhibition, hits mostly inhibitors; 360,000 compounds, 4.4% hits; AID 504333, 2011; further: on the % scale 0 is the no-effect control and ±100 the full control effect; nearly all actives have a fitted effect of over 60% in size
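Complex of BAZ2B and biotin-H3K14Ac (50 nM apiece) forms over 30 min at RT, then faces library compounds up to 110 uM for another 30 min; AlphaScreen beads added, 20 min dark incubation, luminescence read.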
POLH inh – qHTS for Inhibitors of Polymerase Eta; AID 588591, 2011; recombinant Pol eta, fluorescent DNA replication assay; 390,000 compounds, 1.2% hits; Potency, µM (series often up to 114 µM), for inactives: at the top dose activity change, negative = inhibition, actives largely listed as inhibitors; further: on the % scale 0 is the no-effect control and ±100 the full control effect
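Pol eta (10 nM) was preincubated with compounds for 15 min at room temperature, after which fluorescent replication substrate (50 nM final) was added to start the reaction. Fluorescence was read kinetically at 0 and 10 min.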
Pol kappa inh – qHTS for Inhibitors of Polymerase Kappa. DNA polymerase kappa (Homo sapiens), Q9UBT6. purified Pol kappa, fluorescent DNA synthesis assay, 10 min. Potency, µM (top dose mostly 107 µM), inactives show at the highest dose activity, negative = inhibition, actives largely listed as inhibitors. 400,000 compounds, 0.53% hits. AID 588579, 2011; further: on the % scale 0 is the no-effect control and ±100 the full control effect
Target sequence (Q9UBT6 whole entry, looked up): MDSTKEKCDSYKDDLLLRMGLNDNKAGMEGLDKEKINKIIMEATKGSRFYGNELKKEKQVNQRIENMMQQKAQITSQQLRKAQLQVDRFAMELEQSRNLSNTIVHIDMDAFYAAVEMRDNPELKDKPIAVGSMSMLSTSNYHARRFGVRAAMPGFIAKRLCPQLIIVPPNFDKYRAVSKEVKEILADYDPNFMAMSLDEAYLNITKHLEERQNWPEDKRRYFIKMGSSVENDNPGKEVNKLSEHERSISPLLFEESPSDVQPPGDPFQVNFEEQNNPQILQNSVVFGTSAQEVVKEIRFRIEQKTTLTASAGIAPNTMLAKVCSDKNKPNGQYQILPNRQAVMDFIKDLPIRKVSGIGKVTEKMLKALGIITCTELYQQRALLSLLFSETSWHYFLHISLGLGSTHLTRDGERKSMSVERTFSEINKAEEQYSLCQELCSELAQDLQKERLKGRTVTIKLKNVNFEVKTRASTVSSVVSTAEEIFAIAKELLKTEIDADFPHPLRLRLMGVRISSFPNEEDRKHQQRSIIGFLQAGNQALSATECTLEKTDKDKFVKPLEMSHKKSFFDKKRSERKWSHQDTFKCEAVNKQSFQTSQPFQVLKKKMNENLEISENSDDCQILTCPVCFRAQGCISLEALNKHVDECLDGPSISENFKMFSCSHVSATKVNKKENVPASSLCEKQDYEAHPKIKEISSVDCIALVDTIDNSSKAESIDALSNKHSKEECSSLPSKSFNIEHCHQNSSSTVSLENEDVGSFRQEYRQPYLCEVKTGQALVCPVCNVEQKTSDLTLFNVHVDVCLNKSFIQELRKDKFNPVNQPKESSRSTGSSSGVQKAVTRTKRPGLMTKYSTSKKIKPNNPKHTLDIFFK
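10 nM Pol kappa preincubated 15 min at room temperature with compounds, then reaction started with substrate at 50 nM final. Fluorescence read kinetically at 0 and 10 min; buffer-only wells served as negative control.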
BLM helicase inh – qHTS Assay for Inhibitors of Bloom's syndrome helicase (BLM); RecQ-like DNA helicase BLM (Homo sapiens), P54132; recombinant BLM DNA unwinding, fluorescence dequenching; Potency, µM (highest dose often 56.1 µM), without a hit: at the top dose activity change, negative = inhibition, most hits filed as inhibitors; 350,000 compounds, 0.2% hits; AID 2528, 2010;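 further: plate controls were vehicle for no effect and no enzyme for full effect; nearly all actives have a fitted effect of over 35% in size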
Numbers without * were called inactive; ? = inconclusive; / = not tested or not shown; & = joins results of further samples; [ ] = another dose, or the depositor's remark. The call rests on the fitted dose curve; in most records, active means well fitted curve in the direction sought with a large enough effect; inconclusive means small, poorly fitted or top-dose-only effect, or another doubt; inactive means no such curve, though single readings can be large; an effect the other way counts as inactive or inconclusive. Potency means the concentration at half of the fitted maximal effect. These rows are one share of the data; rates above refer to the full screens.

SMILES	JMJD2A Tudor	APEX1 inh	G9a block	POLB inh	POLI inh	BAZ2B inh	POLH inh	Pol kappa inh	BLM helicase inh
CC1CC(C)CN(C(=O)COC(=O)c2cc3ccccc3oc2=O)C1 (stereo unspecified)	1%	22%	/	/	21%	/	3%	-16%	/
C=CCOc1ccccc1CN1CCC(C(=O)Nc2cccc(-c3ccn[nH]3)c2)CC1	-16%	26%	2%[59 µM]	10%	15%	-20%	9%	-7%	5%
O=[N+]([O-])c1cccc(CSc2ncnc3ccccc23)c1	?	?	-41%	7%	6%	?	-18%	7%	0%
COC(=O)c1ccc(-c2nc3ccccc3[nH]2)cc1	-22%	1%	-3%[59 µM]	13%	23%	5%	-9%	-12%	-2%
COCCn1c(-c2ccc(-c3ccc([N+](=O)[O-])cc3Br)o2)nc2c1c(=O)[nH]c(=O)n2CC(C)C	-20%	-2%	35µM*	3%	57%[activator]	-29%	-4%	-25%	-19%
COC(=O)c1n[nH]n(-c2cc(Cl)cc(Cl)c2)c1=O	-18%	6%	6%	6%	93%[activator]	23%	0%	0%	-7%
O=C(NC(=S)NCc1ccccc1)c1ccccc1	-22%	-2%	45µM*	7%	31%	-25%	-22%	-3%	-3%
COc1ccc(-c2nc3ccc(NS(C)(=O)=O)cc3o2)cc1	-16%	/	-31%[59 µM]	0%	-28%	-13%	/	-11%	-12%
CCOc1ccc(C(=O)Nc2ccc(S(=O)(=O)N3CCCCC3c3cccnc3)cc2)cc1 (stereo unspecified)	-15%	/	3%[59 µM]	20%	-6%	-7%	-5%	-3%[60.1 µM]	-6%
Cc1ccc(C2=CSC3=NCCN23)cc1	-1%	/	/	/	26%	/	-23%	-7%	/
O=C(COC(=O)c1cccnc1)Nc1cccc(Cl)c1	-5%	0%	?	24%	9%	2%	7%	-10%	0%
Cc1cc([N+](=O)[O-])nn1CC(=O)NCc1ccc(Cl)cc1	-9%	53%[activator]	13%	7%	7%	-22%	-15%	3%	-1%
CC1=C(C(=O)OCc2ccccc2)C(c2ccsc2)NC(=O)N1C (stereo unspecified)	-15%	-6%	/	18%	?	-9%	-14%	-13%	-7%
CCN(CC)S(=O)(=O)c1cc([N+](=O)[O-])ccc1N1CCC(C(N)=O)CC1	-18%	-5%	-16%[59 µM]	0%	42%[activator]	-26%	-11%	-3%	-1%
O=C(O)C1Cc2ccccc2CN1C(=O)COc1ccc(Br)cc1 (stereo unspecified)	?	-12%	50µM*	32µM*	?	/	10µM*	79µM*	-6%
Clc1ccc(Nc2ncnc3c2cnn3-c2ccccc2)cc1	-3%	-2%	?	1%	-14%	0%	-25%	-4%	-10%
Cn1c(=O)n(Cc2ccccc2)c(=O)c2c1nc1n2CCCN1C1CCCCC1	-15%	/	/	/	-18%	/	7%	-12%	/
CN(Cc1ccccc1)C(=O)C(C(=O)c1ccc(F)cc1)n1cc(Cl)ccc1=O (stereo unspecified)	-6%	-1%	9%	1%	27%	-1%	-9%	2%	-7%
CCC(C)NC(=O)CS(=O)(=O)Cc1nc(-c2cccc(OC)c2)oc1C (stereo unspecified)	-18%	7%	3%[59 µM]	7%	29%	10%	-9%	-1%	3%
CS(=O)(=O)c1ccc2nc(NC(=O)C3CC3)sc2c1	-10%	/	/	/	11%	/	-12%	-14%	/
COc1ccc(CNC(=S)N/N=C(/C)c2ccccc2)cc1	?	-4%	?	2%	-1%[58.9 µM]	?	-18%	-10%	-13%
COc1ccc(NC(=O)COC(=O)CCc2ccc(S(=O)(=O)N3CCOCC3)cc2)cc1Cl	-11%	46%[activator]	/	/	59%[activator]	/	-8%	-22%	/
O=C(CSc1ccc(-c2cccnc2)nn1)N1CCCCC1	-13%	3%	/	24%	17%	-2%	1%	-2%	0%
Cc1ccc(-n2ncc3c(N4CCN(Cc5ccccc5)CC4)ncnc32)cc1C	-8%	/	7%[59 µM]	20%	11%	-4%	-15%	-18%[60.1 µM]	-8%

By substructure, those above containing a nitro group on carbon (four)
SMILES	JMJD2A Tudor	APEX1 inh	G9a block	POLB inh	POLI inh	BAZ2B inh	POLH inh	Pol kappa inh	BLM helicase inh
O=[N+]([O-])c1cccc(CSc2ncnc3ccccc23)c1	?	?	-41%	7%	6%	?	-18%	7%	0%
COCCn1c(-c2ccc(-c3ccc([N+](=O)[O-])cc3Br)o2)nc2c1c(=O)[nH]c(=O)n2CC(C)C	-20%	-2%	35µM*	3%	57%[activator]	-29%	-4%	-25%	-19%
Cc1cc([N+](=O)[O-])nn1CC(=O)NCc1ccc(Cl)cc1	-9%	53%[activator]	13%	7%	7%	-22%	-15%	3%	-1%
CCN(CC)S(=O)(=O)c1cc([N+](=O)[O-])ccc1N1CCC(C(N)=O)CC1	-18%	-5%	-16%[59 µM]	0%	42%[activator]	-26%	-11%	-3%	-1%

More entries
SMILES	JMJD2A Tudor	APEX1 inh	G9a block	POLB inh	POLI inh	BAZ2B inh	POLH inh	Pol kappa inh	BLM helicase inh
NC(CO)(CO)COCc1ccccc1	-3%	-2%	2%	?	30%[activator]	-3%	-17%	6%	0%
CCCCN(CC)CCCNC(=O)c1sc2nc(C)cc(C)c2c1-n1cccc1	-24%	/	-23%[59 µM]	2%	24%	10%	-22%	4%	-9%
CCCC1(CCC)NC(=O)N(CC(=O)Nc2ccc3c(c2)OCCO3)C1=O	-16%	10%	/	/	18%	/	-3%	-2%	/
CCOC(=O)C1=C(C)N=c2s/c(=C\c3ccc(OCC(=O)O)cc3)c(=O)n2C1c1ccc(Cl)cc1 (stereo unspecified)	20µM*	11µM*	/	22µM*	?	7.9µM*	?	50µM*	?
CCn1c(C)nnc1SCC(=O)Nc1nccs1	-13%	15%	23%	22%	44%[activator]	3%	-13%	-19%	-7%
O=C(Cn1cnc2c(oc3ccccc32)c1=O)NCCc1ccccc1	-5%	/	/	/	13%	/	9%	-9%	/
CCOc1ccc(C(C(=O)NCC2CCCO2)N(C(=O)c2snc(C(N)=O)c2N)c2cccc(F)c2)cc1 (stereo unspecified)	-13%	8%	?	-9%	46%[activator]	-3%	-10%	-14%	-6%
CC(C)(C)N(Cc1ccccc1)C(=O)CSc1nc2ccccc2c(=O)[nH]1	-16%	-7%	-2%[59 µM]	18%	2%	-2%	-12%	-5%	-5%
CS(=O)(=O)Nc1ccc(C(=O)NC2CCCCC2)cc1	-5%	7%	-1%	22%	55%[activator]	-10%	-4%	3%	1%
COc1ccc(C(=O)COC(=O)c2cc(S(=O)(=O)NCc3ccccc3)ccc2O)cc1	-14%	-7%	-4%	-11%	160%[activator]	-16%	-12%	-5%	-8%
CC1CC(C)(C)CC2(C1)NC(=S)N(c1ccccc1)N2 (stereo unspecified)	-21%	11%	28µM*	15%	4%	-10%	-14%	-16%	-2%
Cc1cccc(Nc2ncc3c(n2)CC(c2ccco2)CC3=O)c1 (stereo unspecified)	10%	11%	13%[12.7 µM]	2%	-8%	-2%	-10%	-2%	-2%
COc1ccccc1-n1cc(C(=O)NCC(=O)N2CCN(c3ccccc3)CC2)c2ccccc2c1=O	-7%	0%	-12%	39%	0%	-8%	5%	-1%	-1%
CC1CN(C(=O)CS(=O)(=O)Cc2ccc(Cl)cc2)CC(C)O1 (stereo unspecified)	-17%	-12%	/	-1%	21%	-3%	-6%	-16%	0%
Cc1ccccc1N1CCN(C2CCCN(C(=O)CCN3CCCCC3=O)C2)CC1 (stereo unspecified)	-21%	-10%	39%	3%	19%	-11%[57.1 µM]	-1%	-9%	-1%
COc1cccc(NC(=O)CN(C)CC(=O)NCc2ccco2)c1	-10%	5%	12%[12.7 µM]	/	13%	7%	-4%	-2%	/
Cc1cccnc1NC(=O)c1ccc(S(=O)(=O)N2CC(C)OC(C)C2)cc1 (stereo unspecified)	-8%	-1%	?	0%	?	-4%	-8%	0%	0%
C=CCOc1ccc(CNc2nn[nH]n2)cc1	-9%	0%	-13%	-12%	16%	3%	6%	0%	-1%
Cn1c(=O)oc2cc(S(=O)(=O)NCCN3CCc4ccccc4C3)ccc21	?	-3%	23%[59 µM]	2%	22%	-1%	-8%	17%	-7%
CCCS(=O)(=O)c1nc(S(=O)(=O)c2ccc(C)cc2)c(N2CCC(O)CC2)s1	-18%	-12%	/	-17%	27%	-2%	2%	-6%	-8%
CC(C)C[C@@H](CN)NC(=O)c1nc[nH]c1C(=O)N[C@@H](Cc1ccccc1)C(=O)CNC[C@H](C)NC(=O)c1nc[nH]c1C(=O)N[C@@H](CC(=O)O)C(=O)O	?	/	/	/	?	/	-12%	6%	/
CCC(=O)N1CCc2cc(CNC(=O)c3ccc(OC)cc3)ccc21	-12%	/	6%[59 µM]	3%	-5%	-5%	-9%	-8%[60.1 µM]	0%
COC(=O)c1nc2n(n1)C(c1cc(OC)ccc1OC)C(C(=O)OC1CCCCC1)=C(C)N2 (stereo unspecified)	?	-3%	?	14%	10%	?	-13%	-2%	-12%
NC(=O)CSc1ncc2c(n1)-c1ccccc1N(Cc1ccc(Cl)cc1)S2(=O)=O	-19%	/	2%[59 µM]	-16%	3%	0%	7%	-8%	-7%
c1ccc(N2CCN(CCCOc3ccc4c(c3)OCO4)CC2)cc1	/	11%&12%	20µM*	/	/	/	/	0%&-14%[19.4 µM]	0%
CCOC(=O)N1CCN(C(=O)c2ccc(NS(=O)(=O)c3ccc4[nH]c(=O)[nH]c4c3)cc2)CC1	-9%	15%	-19%	/	51%[activator]	7%	-16%	3%	/
CCS(=O)(=O)c1ccc2oc(Nc3ccc(OC)cc3)nc2c1	2%	?	-3%	-11%	29%	-23%	-25%	-2%	-5%
COc1ccccc1CCNC(=O)CN1C(=O)c2ccccc2S1(=O)=O	-5%	3%	-1%	/	15%	-2%	-12%	1%	/
